Assay outcomes deposited in PubChem BioAssay by Sanford-Burnham Center for Chemical Genomics.
mIAP block – blocks mouse intestinal alkaline phosphatase; purified mouse IAP, CDP-Star luminescence, 30 min; 0.2% of 330,000 active; inhibition, % at 10 µM;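 active = inhibition of at least 40% at 10 µM in the primary screen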;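 also: plate controls were DMSO with enzyme for no effect and no enzyme wells for full effect; values of inactives mirror those of a sister screen read the other way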
MPTP inh – inhibitors of mitochondrial permeability transition pore | AID 602449 | isolated mouse mitochondria, Ca2+ swelling absorbance, 30 min | 1.4% of 360,000 active | inhibition, % at 10 µM;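 active = inhibition of 50% or more, scaled per plate between neutral and stimulator controls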;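 also: 0% = DMSO wells given calcium and 100% = 1 mM EGTA wells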
hIAP block – blocks human intestinal alkaline phosphatase; 0.12% of 330,000 active; inhibition, % at 10 µM; purified IAP, CDP-Star luminescence, 30 min; P09923;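 active = inhibition reaching a set limit with compound at 10 µM in the primary screen, cut at about 35% in these data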;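 also: plate controls were DMSO wells with enzyme for no effect and no-enzyme buffer wells for full effect; values of inactives mirror those of a sister screen read the other way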
Target sequence (P09923 whole entry, looked up): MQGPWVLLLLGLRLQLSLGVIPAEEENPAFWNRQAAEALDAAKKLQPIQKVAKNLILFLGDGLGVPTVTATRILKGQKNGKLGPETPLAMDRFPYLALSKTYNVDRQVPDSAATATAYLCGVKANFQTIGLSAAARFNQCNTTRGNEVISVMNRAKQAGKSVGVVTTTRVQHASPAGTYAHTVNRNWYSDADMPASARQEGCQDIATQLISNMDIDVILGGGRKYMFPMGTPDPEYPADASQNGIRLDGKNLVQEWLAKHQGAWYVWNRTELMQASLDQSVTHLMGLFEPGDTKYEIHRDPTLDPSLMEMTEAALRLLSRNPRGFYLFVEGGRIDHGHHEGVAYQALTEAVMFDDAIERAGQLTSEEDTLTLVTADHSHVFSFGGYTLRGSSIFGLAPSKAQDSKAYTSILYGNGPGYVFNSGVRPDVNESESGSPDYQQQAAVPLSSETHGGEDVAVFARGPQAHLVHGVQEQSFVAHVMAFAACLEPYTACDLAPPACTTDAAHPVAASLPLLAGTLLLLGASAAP
hIAP activ – human IAP activation | purified human IAP, CDP-Star luminescence, 30 min; hits give high values; 1 = vehicle-only enzyme, 0 = enzyme-free background | P09923 | activation factor at 10 µM | AID 2524 | 0.16% of 330,000 active;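 active = activation factor of the enzyme at least 2-fold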; also: the source names both 10 and 20 µM as test concentration; values of inactives mirror those of a sister screen read the other way
GRIN3A LBD mod – modulators (binders) of human NR3A ligand-binding domain; 2.5% of 340,000 active; Tm shift relative to glycine control, % at 25 µM; NR3A LBD differential scanning fluorimetry, Tm shift; 0% = protein alone, 100% = glycine-bound protein;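 active = melting temperature shift of at least 10% of the positive control shift, at one fixed dose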
A3A deaminase – human APOBEC3A DNA deaminase inhibition. P31941. recombinant A3A, FAM/TAMRA ssDNA deamination fluorescence. inhibition, % at 20 µM. 0.41% of 330,000 active;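 active = at least 40% inhibition at 20 µM here, with at most 30% in a related deaminase screen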;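 also: plate controls were A3A with DMSO for no effect and wells lacking A3A enzyme for full effect; some results filed as inactive read as strong as hits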
Target sequence (P31941 whole entry, looked up): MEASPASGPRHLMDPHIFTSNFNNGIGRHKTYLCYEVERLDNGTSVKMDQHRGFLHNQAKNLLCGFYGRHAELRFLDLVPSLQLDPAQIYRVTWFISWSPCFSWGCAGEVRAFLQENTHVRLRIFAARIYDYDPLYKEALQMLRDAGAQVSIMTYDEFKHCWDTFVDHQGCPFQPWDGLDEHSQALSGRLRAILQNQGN
A3G deaminase – blocks human APOBEC3G single-stranded DNA deamination. recombinant A3G, ssDNA deamination FAM/TAMRA fluorescence. inhibition, % at 20 µM. 0.28% of 330,000 active. AID 493012;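 active = inhibition of at least 40% at 20 µM, with no more than 30% in the related APOBEC3A deaminase screen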;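 also: plate controls were DMSO wells with A3G for no effect and wells lacking A3G enzyme for full effect; some compounds called inactive have numbers as strong as hits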
Target sequence (Q9HC16 whole entry, looked up): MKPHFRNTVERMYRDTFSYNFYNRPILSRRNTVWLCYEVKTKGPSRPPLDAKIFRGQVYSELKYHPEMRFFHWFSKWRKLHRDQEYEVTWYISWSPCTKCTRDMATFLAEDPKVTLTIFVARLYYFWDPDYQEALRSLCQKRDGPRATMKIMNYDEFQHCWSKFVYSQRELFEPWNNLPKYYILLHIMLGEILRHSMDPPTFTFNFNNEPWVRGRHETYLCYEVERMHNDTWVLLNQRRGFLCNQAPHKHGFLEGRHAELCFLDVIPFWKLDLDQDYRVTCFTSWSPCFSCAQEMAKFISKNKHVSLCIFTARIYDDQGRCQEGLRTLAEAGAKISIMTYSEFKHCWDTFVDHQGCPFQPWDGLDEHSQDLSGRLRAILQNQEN
mIAP act – mouse IAP activation; AID 2805; 0.24% of 330,000 active; muIAP, CDP-Star luminescence, 30 min; hits give high values; 1 = vehicle-only enzyme signal, 0 = enzyme-free wells; activation factor at 10 µM;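 active = activation factor of at least 2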; also: the source names both 10 and 20 µM as test concentration; values of inactives mirror those of a sister screen read the other way
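Assay system: mouse IAP enzyme / Compound: DMSO-dissolved test compounds / Timing: 30 min, room temperature / Measured by: luminescence from enzymatic CDP-Star hydrolysis / Control set: DMSO-only wells, enzyme-free buffer wells as negative control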
MIN6 prolif – inducers of beta-cell replication in MIN6 cells; proliferation, % at 10 µM; AID 2380; 0.29% of 330,000 active; MIN6 cells proliferation, ATPlite luminescence, 48 h; cells starved in 0.2% serum; 100% = growth in 10% serum;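 active = compounds whose signal lies at least 3.5 SD above the mean of all wells on their plate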;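 also: 0% = DMSO-treated cells in low-serum medium and 100% = 10% serum control; some compounds called inactive have numbers as strong as hits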
Numbers without * were called inactive; · = no result given.

SMILES | mIAP block | MPTP inh | hIAP block | hIAP activ | GRIN3A LBD mod | A3A deaminase | A3G deaminase | mIAP act | MIN6 prolif
CCOc1ccccc1NC(=O)c1cccnc1 | -1 | -3.3 | -11 | 1.1 | 1 | 1 | -3 | 1 | 5
Cc1cc(C(=O)N2CCCC(N3CCN(c4cccc(C(F)(F)F)c4)CC3)C2)nn1C (centres undefined) | -2 | 0.8 | 6 | 0.94 | -1 | -10 | -6 | 1 | -1
CC1(C)CC(=O)NC=C(c2ccccc2)C1 | 2 | -2.3 | 6 | 0.94 | 0 | -3 | -6 | 0.98 | 6
O=C(Nc1ccccc1F)c1ccccc1-c1ccccc1 | 9 | -0.7 | -3 | 1 | -2 | -7 | -5 | 0.91 | -2
COC(=O)CCCC(=O)N1CCCC(C(=O)c2ccc(-c3ccccc3)cc2)C1 (centres undefined) | -4 | 0.9 | -16 | 1.2 | 0 | -3 | -7 | 1 | -2
Cc1c(NC(=O)C(C)OC(=O)C23CC4CC(CC(Br)(C4)C2)C3)c(=O)n(-c2ccccc2)n1C (centres undefined) | -13 | -0.4 | -12 | 1.1 | 0 | -5 | -7 | 1.1 | 0
Cc1cc(NC(=O)Nc2ccc3c(ccn3C)c2)sn1 | -43 | -1.8 | 6 | 0.94 | 17* | 0 | -3 | 1.4 | -6
CCCN1C(=O)C2(SC(NC(C)=O)=NN2C(C)=O)c2cc(C)cc(C)c21 (centres undefined) | 0 | -0.4 | -10 | 1.1 | -1 | 1 | -4 | 1 | 4
C#CCOCCOCCOCCNc1nc(N2CCOCC2)nc(N2CCN(C(=O)[C@H](CC(N)=O)n3cc(C(N)[C@@H](C)CC)nn3)CC2)n1 (some centres undefined) | 9 | -0.7 | -4 | 1 | 0 | 7 | -4 | 0.91 | -1
C=CCn1c(O)c(N=O)c2cc(C)ccc21 | 6 | 1.2 | 12 | 0.88 | 0 | 6 | -2 | 0.94 | -1
N#Cc1nc(Cc2ccccc2)oc1NCc1cccnc1 | 8 | 6.4 | 6 | 0.94 | 0 | -1 | -2 | 0.92 | -4
Cc1cc(C)n(C(=O)c2cccc([N+](=O)[O-])c2C)n1 | 4 | -0.8 | 15 | 0.85 | -3 | -4 | -3 | 0.96 | -2
CCC(=O)N1c2ccc(S(=O)(=O)NC3CCCCC3)cc2CC1C (centres undefined) | 5 | 1.0 | -11 | 1.1 | -1 | -4 | -4 | 0.95 | 2
COc1ccc(C(c2nnnn2CC2CCCO2)N2CCN(c3ccc(F)cc3)CC2)cc1 (centres undefined) | -12 | -2.2 | -1 | 1 | -2 | 5 | 4 | 1.1 | 0
COc1ccc2cc(/C(C)=N/NC(=S)Nc3cc(S(=O)(=O)N4CCOCC4)ccc3N3CCOCC3)ccc2c1 | 4 | · | 8 | 0.92 | · | -3 | -3 | 0.96 | -2
COc1ccc(S(=O)(=O)N2CCCCCC2)cc1NC(=O)Cc1ccccc1F | -2 | 0.7 | -10 | 1.1 | 0 | 6 | 6 | 1 | 0
O=S(N1CCCCCC1)C12CC3CC(CC(C3)C1)C2 (centres undefined) | -1 | 1.2 | -24 | 1.2 | 0 | 4 | 3 | 1 | -3
Cc1ccc(-c2csc(Nc3ccccc3)[n+]2CCc2ccccc2)cc1 | -7 | 6.4 | -3 | 1 | 2 | 2 | 17 | 1.1 | -6
CC1(c2ccc3ccccc3c2)NC(=O)N(CC(=O)Nc2ncccc2O)C1=O (centres undefined) | 3 | 0.6 | 6 | 0.94 | 0 | -2 | -7 | 0.97 | 3
CCCC(C(=O)NCc1ccco1)N(Cc1ccco1)C(=O)CNS(=O)(=O)c1ccccc1 (centres undefined) | -8 | 0.0 | -10 | 1.1 | 0 | 0 | -4 | 1.1 | 2
O=C(Nc1ccc(C(F)(F)F)cc1)c1ccc2nc[nH]c2c1 | 16 | 80* | -46 | 1.5 | 6 | 0 | -4 | 0.84 | -2
Cc1ccc(CS(=O)(=O)Cc2ccc(C(=O)NCc3cccs3)o2)cc1 | 1 | 2.6 | 3 | 0.97 | -9 | 2 | -4 | 0.99 | 3
O=S(=O)(c1cnc[nH]1)N1CCN(C(c2ccc(F)cc2)c2ccc(F)cc2)CC1 | 5 | -1.2 | -48 | 1.5 | -3 | 3 | 3 | 0.95 | -3
CC(C)[C@H]1C=C(C(=O)O)O[C@@H](OCCCCO)C1 | -11 | -0.2 | -1 | 1 | 0 | 6 | 4 | 1.1 | -2
COc1ccc(F)cc1S(=O)(=O)n1nc(C)cc1C | 2 | 1.0 | 40* | 0.6 | 1 | -2 | -9 | 0.97 | -2
COc1ccc(-c2csc(N(CCCN3CCOCC3)C(=O)CCl)n2)cc1 | -1 | -0.5 | 25 | 0.75 | 1 | 15 | -12 | 1 | -1
Cc1cc(/C=C2\C(=N)N3N=C(CC(=O)N4CCOCC4)SC3=NC2=O)c(C)n1-c1ccccc1 | 9 | -2.0 | 34 | 0.67 | -1 | 4 | 2 | 0.91 | -3
O=C1c2ccccc2C(O)N1CCN1CCOCC1 (centres undefined) | -5 | 0.2 | -6 | 1.1 | -2 | 3 | 8 | 1.1 | -3
COc1cccc(/C=N/NC(=O)c2c(C)nc3ccc(Br)cn23)c1 | -5 | 0.4 | -19 | 1.2 | -1 | -5 | 5 | 1.1 | -1
COc1cccc(/C=C/c2ccc3cccc(O)c3n2)c1OC | 6 | -0.3 | -18 | 1.2 | -3 | -3 | -6 | 0.94 | -5
Cc1cccc(C)c1-n1ncc(C(=O)NC2CCCC2)c1C1CCNCC1 | 4 | -1.0 | 3 | 0.97 | 0 | 2 | 2 | 0.95 | 4
COCc1cccc(NC(=O)CCc2ccccc2)c1 | 2 | -2.5 | -9 | 1.1 | 0 | 4 | -2 | 0.98 | -2
COc1ccc(CC(=O)Nc2cccc(S(=O)(=O)N3CCOCC3)c2)cc1OC | -11 | 5.5 | -21 | 1.2 | 1 | -1 | -2 | 1.1 | -1
Oc1cccc2c(NC(=S)Nc3ccc(OC(F)F)cc3)cccc12 | 8 | 62* | 22 | 0.78 | 11* | -1 | 2 | 0.92 | -6
CC(C)Nc1nc(NC(C)C)nc(OCCOC(=O)Nc2ccccc2)n1 | 3 | -0.2 | 0 | 1 | -1 | -2 | -5 | 0.97 | -2
Cc1ccc(C(C(=O)NC2CCCCC2)N(C(=O)Cc2c[nH]c3ccccc23)c2ccccc2C)o1 (centres undefined) | -15 | -2.9 | -7 | 1.1 | -3 | 45* | -8 | 1.2 | -2

Three compounds out of the list above, ordered by the value under hIAP activ, largest number first.
| Compound | mIAP block | MPTP inh | hIAP block | hIAP activ | GRIN3A LBD mod | A3A deaminase | A3G deaminase | mIAP act |
| --- | --- | --- | --- | --- | --- | --- | --- | --- |
| COC(=O)CCCC(=O)N1CCCC(C(=O)c2ccc(-c3ccccc3)cc2)C1 (centres undefined) | -4 | 0.9 | -16 | 1.2 | 0 | -3 | -7 | 1 |
| CCCC(C(=O)NCc1ccco1)N(Cc1ccco1)C(=O)CNS(=O)(=O)c1ccccc1 (centres undefined) | -8 | 0.0 | -10 | 1.1 | 0 | 0 | -4 | 1.1 |
| Cc1cc(C(=O)N2CCCC(N3CCN(c4cccc(C(F)(F)F)c4)CC3)C2)nn1C (centres undefined) | -2 | 0.8 | 6 | 0.94 | -1 | -10 | -6 | 1 |

The main list resumes, repeating the two entries before the break.
SMILES | mIAP block | MPTP inh | hIAP block | hIAP activ | GRIN3A LBD mod | A3A deaminase | A3G deaminase | mIAP act | MIN6 prolif
CC(C)Nc1nc(NC(C)C)nc(OCCOC(=O)Nc2ccccc2)n1 | 3 | -0.2 | 0 | 1 | -1 | -2 | -5 | 0.97 | -2
Cc1ccc(C(C(=O)NC2CCCCC2)N(C(=O)Cc2c[nH]c3ccccc23)c2ccccc2C)o1 (centres undefined) | -15 | -2.9 | -7 | 1.1 | -3 | 45* | -8 | 1.2 | -2
O=C(CCCOc1ccc(Cl)cc1Cl)N/N=C/c1ccccc1 | 2 | 3.4 | 5 | 0.95 | 2 | 2 | -8 | 0.98 | -2
O=C(NCc1ccco1)c1ccc2c(c1)C(=O)c1ccccc1-2 | -4 | -0.5 | 22 | 0.78 | 3 | 9 | -3 | 1 | -1
O=C(Nc1cccc(NC(=O)c2ccc3c(c2)OCO3)c1)c1ccccc1 | -12 | -2.0 | 13 | 0.87 | -5 | 2 | -4 | 1.1 | -2
O=C(CSc1n[nH]c(-c2ccccc2)n1)NCc1cccc(C(=O)O)c1 | 4 | 0.4 | 6 | 0.94 | 1 | -2 | -6 | 0.96 | 0
CC(=O)c1ccc(N2CCN(C(=O)CCCn3c(=O)[nH]c4ccccc4c3=O)CC2)cc1 | -9 | -0.6 | -4 | 1 | 1 | -8 | -13 | 1.1 | -1
Cc1cc(C(=O)N/N=C/c2ccc(-c3cccc(Cl)c3)o2)n[nH]1 | -3 | 3.5 | -72 | 1.7 | 16* | -1 | -7 | 1 | -2
CCOc1ccc2cc(C#N)c(SCC(=O)OC)nc2c1 | 8 | -0.1 | -13 | 1.1 | 3 | 0 | -1 | 0.92 | -2
COc1cccc(OCCNS(=O)(=O)c2ccccc2[N+](=O)[O-])c1 | 6 | -0.5 | 9 | 0.91 | 0 | -5 | -6 | 0.94 | 3
O=c1[nH]c2c(s1)C(c1ccco1)C1C3CCC(C3)C1S2 (centres undefined) | 6 | -0.5 | 3 | 0.97 | -1 | 0 | 1 | 0.94 | -1
Cc1ccc(S(=O)(=O)N2CCN(Cc3ccccc3)CC2)c(C)c1N(C)S(=O)(=O)c1ccccc1 | 3 | 2.5 | -8 | 1.1 | -1 | 3 | -2 | 0.97 | -2
COCCN(C(=O)c1cccc(OC)c1)c1nnc(-c2ccncc2)s1 | 2 | -0.4 | 6 | 0.94 | 1 | 5 | -1 | 0.97 | 1
CC(C)CCNC(=O)C12CN(Cc3ccccc3)CC1C(c1cccc([N+](=O)[O-])c1)=NO2 (centres undefined) | -4 | -2.6 | -3 | 1 | 0 | 1 | -4 | 1 | -5
CCNc1nc(OC)nc(Oc2ccc(C(=O)OC)cc2)n1 | -4 | -1.5 | -20 | 1.2 | -4 | -5 | -6 | 1 | 0
N#Cc1ccccc1N/C=C/C(=O)c1ccc(Cl)cc1 | 15 | 5.9 | 21 | 0.79 | 36* | -2 | -8 | 0.85 | -2
Cc1ccc(C(=O)NNC(=O)c2ccccc2OCc2c(C)noc2C)cc1 | -3 | 0.2 | 0 | 1 | 0 | -3 | -11 | 1 | -2
N#Cc1cn(CC(=O)N2CCCc3ccccc32)c2ccccc12 | -5 | 1.4 | 0 | 1 | 0 | -3 | -4 | 1 | 0
Cc1cc(OCC(O)CN(C)C(=O)C(C)Oc2ccccc2)ccc1Cl (centres undefined) | -7 | 1.2 | -25 | 1.2 | -1 | 1 | -3 | 1.1 | -4

In the list so far, these have two or more sulfur atoms.
SMILES | mIAP block | MPTP inh | hIAP block | hIAP activ | GRIN3A LBD mod | A3A deaminase | A3G deaminase | mIAP act | MIN6 prolif
COc1ccc2cc(/C(C)=N/NC(=S)Nc3cc(S(=O)(=O)N4CCOCC4)ccc3N3CCOCC3)ccc2c1 | 4 | · | 8 | 0.92 | · | -3 | -3 | 0.96 | -2
Cc1ccc(CS(=O)(=O)Cc2ccc(C(=O)NCc3cccs3)o2)cc1 | 1 | 2.6 | 3 | 0.97 | -9 | 2 | -4 | 0.99 | 3
O=c1[nH]c2c(s1)C(c1ccco1)C1C3CCC(C3)C1S2 (centres undefined) | 6 | -0.5 | 3 | 0.97 | -1 | 0 | 1 | 0.94 | -1
Cc1ccc(S(=O)(=O)N2CCN(Cc3ccccc3)CC2)c(C)c1N(C)S(=O)(=O)c1ccccc1 | 3 | 2.5 | -8 | 1.1 | -1 | 3 | -2 | 0.97 | -2
